Scp1 inh: Scp-1 phosphatase inhibitors, primary screen, biochemical, colorimetric, uHTS; Recombinant Scp1, phosphopeptide, malachite green phosphate absorbance; inhibition, % at 20 µM; 0.88% of 340,000 active; AID 493091, 2011;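 active means inhibition above about 50% at 20 µM, limit read from the data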;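 further: plate controls were DMSO wells with enzyme for no effect and wells lacking enzyme for full effect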
Target sequence (Q9GZU7 76-261 limits assumed): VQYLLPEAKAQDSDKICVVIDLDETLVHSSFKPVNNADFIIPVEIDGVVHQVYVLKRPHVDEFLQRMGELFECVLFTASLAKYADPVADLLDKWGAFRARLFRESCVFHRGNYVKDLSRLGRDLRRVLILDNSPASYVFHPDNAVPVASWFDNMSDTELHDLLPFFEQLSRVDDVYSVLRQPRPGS
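Test system: SCP-1 phosphatase catalytic domain, residues 76-261 | Compound dosing: One concentration, 20 µM, with 1.0% DMSO | Schedule: 45 min room-temperature reaction, 5 min colour, 30 min stabiliser | Detection: Absorbance at 630 nm | Read-out basis: % inhibition of SCP-1 phosphate liberation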
Neddyl block: inhibitors of cullin neddylation, primary screen, biochemical, TR-FRET, uHTS, NAE and Ubc12. NEDD8-conjugating enzyme Ubc12 (Homo sapiens) + NEDD8-activating enzyme E1 regulatory …. 0.58% of 360,000 active. calls only at 25 µM. AID 651699, 2012; in the data active means inhibition above about 36%
NadD inh: inhibitors of S. aureus NadD, primary screen, biochemical, colorimetric, uHTS; purified NadD enzyme, colorimetric absorbance read-out; 0.78% of 360,000 active; Nicotinate-nucleotide adenylyltransferase NadD (Staphylococcus aureus N315); AID 602399, 2012; inhibition, % at 20 µM; in the data active means inhibition above about 26%; further: some compounds past the cut are filed as inactive
STEP inh: STEP phosphatase inhibitors, primary screen, biochemical, fluorescence intensity, uHTS; inhibition, % at 20 µM; 0.25% of 360,000 active; AID 588621, 2011; Tyrosine-protein phosphatase non-receptor type 5 (Homo sapiens), P54829; recombinant STEP, OMFP fluorogenic substrate;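 active means inhibition at 20 µM, scaled per plate between control wells, above about 37%, limit read from the data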;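 further: 0% = DMSO with enzyme and substrate and 100% = substrate only without enzyme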
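Material: STEP (striatal-enriched tyrosine phosphatase) enzyme, cell-free; Compound dosing: 20 µM single dose in 1% DMSO; Technique: fluorescence read at 480 nm ex / 540 nm em; Times: reaction 20 min, ambient temperature; Medium: 50 mM Bis-Tris pH 6.0 with 2.5 mM DTT and 0.005% Tween 20; Also added: OMFP at 25 µM.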
CSN inh: inhibitors of CSN-mediated cullin deneddylation, primary screen, biochemical, fluorescence polarization, uHTS. COP9 signalosome complex subunit 5 (Homo sapiens), Q92905. Purified CSN, SCF-Nedd8-OG deneddylation. inhibition, % at 12.5 µM. 0.38% of 360,000 active. AID 651999, 2013;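 active means pattern-corrected inhibition above about 35%, with an unprinted fluorescence ratio check between 0.5 and 1.5, limit read from the data, passing the limit was not always enough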;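 further: 0% = enzyme with substrate and 100% = substrate without enzyme; some results filed as inactive read as strong as hits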
Target sequence (Q92905 whole entry, looked up, one chain of several): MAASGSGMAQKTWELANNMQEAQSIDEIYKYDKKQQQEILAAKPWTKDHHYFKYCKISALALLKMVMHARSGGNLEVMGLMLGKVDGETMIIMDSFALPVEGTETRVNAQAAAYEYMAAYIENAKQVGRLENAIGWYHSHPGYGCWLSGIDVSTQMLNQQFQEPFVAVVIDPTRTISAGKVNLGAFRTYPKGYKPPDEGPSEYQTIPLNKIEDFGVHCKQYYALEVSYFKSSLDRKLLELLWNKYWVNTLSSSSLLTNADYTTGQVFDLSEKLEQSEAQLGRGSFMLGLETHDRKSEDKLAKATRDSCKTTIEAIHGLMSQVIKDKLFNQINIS
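Detection – fluorescence polarization · System – HEK293T-derived human Csn5 enzyme · Controls – substrate-only high control, full reaction low control · Timing – 90 min, room temperature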
Rpn11 inh: Rpn11 (PSMD14) deubiquitinase inhibitors, primary screen, biochemical, fluorescence polarization, uHTS. 26S proteasome non-ATPase regulatory subunit 14 (Homo sapiens), O00487. 0.59% of 360,000 active. human 26S proteasome, Ub4-pepOG fluorescence polarization; 20S core pre-blocked with epoxomicin. calls only at 20 µM;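 active means inhibition at 20 µM, scaled to each plate's controls, above about 33%, limit read from the data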
Target sequence (O00487 whole entry, looked up): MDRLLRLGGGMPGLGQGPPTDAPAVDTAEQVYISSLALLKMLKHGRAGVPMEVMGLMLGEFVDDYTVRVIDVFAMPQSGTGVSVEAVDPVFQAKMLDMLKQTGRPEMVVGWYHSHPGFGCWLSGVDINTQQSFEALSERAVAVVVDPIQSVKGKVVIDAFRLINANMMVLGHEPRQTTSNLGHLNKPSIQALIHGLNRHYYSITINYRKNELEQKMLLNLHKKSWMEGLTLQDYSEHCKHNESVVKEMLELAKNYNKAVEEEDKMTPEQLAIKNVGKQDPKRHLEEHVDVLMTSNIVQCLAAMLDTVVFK
SUMO1-SIM PPI: modulators of SUMO1 protein-protein interactions, primary screen, biochemical, uHTS; Small ubiquitin-related modifier 1 (Homo sapiens), P63165; SUMO1 binding to a labelled peptide, TR-FRET, 1 h; inhibition, % at 20 µM; 0.33% of 360,000 active; AID 602429, 2012; in the data active means inhibition above about 37%
Rin1-Abl PPI inh: inhibitors of Rin1-Abl protein binding, primary screen, biochemical, TR-FRET; Tyrosine-protein kinase ABL1 (Homo sapiens) + Ras and Rab interactor 1 (Homo sapiens), …; inhibition, % at 7.35 µM; 0.4% of 360,000 active; AID 588664, 2011; in the data active means inhibition above about 5%, passing the limit was not always enough
LMPTP block: LMPTP phosphatase inhibitors, primary screen, biochemical, fluorescence intensity, uHTS. recombinant LMPTP-A, OMFP fluorogenic substrate. inhibition, % at 20 µM. 0.22% of 360,000 active. Low molecular weight phosphotyrosine protein phosphatase (Homo sapiens), P24666;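 active means compounds that cut the enzyme signal by at least half of the control window in the single-dose screen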;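 further: plate controls were DMSO wells with enzyme plus substrate for no effect and substrate without enzyme for full effect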
Target sequence (P24666 whole entry, looked up): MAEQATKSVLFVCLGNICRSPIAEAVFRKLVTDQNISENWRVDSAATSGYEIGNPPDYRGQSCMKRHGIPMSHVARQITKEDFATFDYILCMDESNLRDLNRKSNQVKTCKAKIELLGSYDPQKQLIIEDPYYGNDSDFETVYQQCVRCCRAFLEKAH
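test system = LMPTP-A | amount = 0.625 nM LMPTP-A final | reagent = fluorogenic phosphatase substrate OMFP at 400 µM final | incubation = 50 min at room temperature | benchmarks = no-enzyme low control, uninhibited high control | medium = Bis-Tris pH 6.0, DTT, detergent | signal = fluorescence intensity of OMFP turnover product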
DNMT1 block: human DNMT1 methyltransferase inhibitors, primary screen, biochemical, molecular beacon, fluorescence, HinP1I cleavage, uHTS. DNA (cytosine-5)-methyltransferase 1 (Homo sapiens), P26358. 0.83% of 360,000 active. AID 588458, 2011. inhibition (reported as % activation of signal), % at 10 µM; in the data active means inhibition above about 50%
* marks the source's active call; other numbers are inactive results; i = inactive; x = not tested or not shown; & = joins results of further samples.

no. | mol | Scp1 inh | Neddyl block | NadD inh | STEP inh | CSN inh | Rpn11 inh | SUMO1-SIM PPI | Rin1-Abl PPI inh | LMPTP block | DNMT1 block
1 | CC(=O)Oc1cccc(/C=C2\C=C(c3ccc(C)cc3)OC2=O)c1 | 33 | i | 6 | 1 | -5 | i | -4 | -5 | -1.1 | 6
2 | CC1(C)CC(=O)c2c(O)cc(OCC(=O)Nc3ccc(S(N)(=O)=O)cc3)cc2O1 | 7 | i | 5 | 1 | 2 | i | 6 | -1 | -0.5 | -6
3 | CC1(C(=O)Nc2cnc3ccccc3c2)CCN1CCOc1ccccc1 (stereo not drawn) | x | i | 0 | 1 | 0 | i | 0 | -6 | -0.8 | 3
4 | CSc1c(CN2CCN(C)CC2)c2ccccc2n1C | -4 | i | -8 | 0 | -1 | i | 3 | -1 | -5.0 | -5
5 | O=C1c2ccc(-c3ccc(Cl)c(C(F)(F)F)c3)cc2S(=O)(=O)c2cccc(C(=O)N3CCN(c4ncc(Br)cn4)CC3)c21 | -8 | i | 52* | 3 | -7 | i | -15 | 2 | 3.2 | -1
6 | CCC(C)NC(=O)c1cnn2c1NC(c1cccs1)CC2C(F)(F)F (stereo not drawn) | -9 | i | 7 | -5 | 0 | i | -8 | 5 | -1.5 | -1
7 | CC(C)(C)c1nnc2sc(SCC(=O)N3CCCCC3)nn2c1=O | -16 | i | 2 | 0 | 6 | i | -1 | 2 | -0.4 | -1
8 | Clc1cc2nc3ccccn3c2cc1Cl | 8 | x | -4 | -8 | 1 | i | -8 | -2 | -0.1 | 1
9 | CN(C)S(=O)(=O)c1cccc(NC(=O)Cc2ccc(Cl)cc2)c1 | -2 | i | -7 | -3 | -2 | i | 0 | -2 | 1.6 | -1
10 | COc1ccc(C(=O)NC2CCCc3ccccc32)cc1[N+](=O)[O-] (stereo not drawn) | -12 | i | 3 | 2 | -4 | i | -13 | -2 | -0.3 | 1
11 | COc1ccc(CNC(=O)CCS(=O)(=O)c2ccc3c(c2)NC(=O)CS3)cc1 | -1 | i | -17 | -1 | 4 | i | -4 | 3 | -0.2 | 1
12 | COc1ccc(N2C(=O)C3C(C2=O)C(C(=O)c2ccccc2)N2CCCC32)cc1 (stereo not drawn) | 5 | i | 19 | -3 | 1 | i | -6 | 1 | 3.7 | -11
13 | CCOc1ccc2ccccc2c1C(=O)N[C@@H]1C(=O)N2[C@@H]1SC(C)(C)[C@@H]2C(=O)O | -4&4 | i | 2&17 | -2&1 | -1&-2 | i | 0&-1 | 0&-3 | -1.0&-0.9 | 3&-4
14 | CC(C)c1cc(=O)n2[nH]c(SCc3ccccc3)nc2n1 | 1 | i | -2 | 2 | -1 | i | 6 | 0 | -0.6 | 0
15 | COC(=O)c1ccc(COC(=O)CCS(=O)(=O)c2ccc(C)cc2)cc1 | -5 | i | -9 | 0 | -1 | i | 6 | 3 | -1.4 | 1
16 | Cc1cc(-c2nnc(CCC(=O)NCc3cc(F)cc(C(F)(F)F)c3)o2)no1 | -2 | i | -3 | 0 | 4 | i | -2 | 4 | -1.3 | 6
17 | O=C(Nc1ccc(Nc2ccccc2)cc1)Nc1ccccc1Cl | -19 | i | -3 | -2 | -2 | i | -8 | -1 | 4.6 | -9
18 | Cc1ccccc1Nc1nnc(SCC2CCCCO2)s1 (stereo not drawn) | -4 | i | 1 | 1 | 6 | i | 3 | -1 | -1.5 | 3
19 | O=c1ccc(Br)c[nH]1 | -6 | i | -1 | 2 | -3 | i | -4 | 3 | 0.9 | -21
20 | O=C(NCc1ccco1)c1ccc(CN2CCOCC2)cc1 | -3 | i | 0 | -1 | -2 | i | 4 | 1 | -0.1 | 3
21 | O=C(c1cnn2c(C(F)F)cc(-c3ccccc3)nc12)N1CCSCC1 | -7 | i | -4 | -1 | -1 | i | -18 | 4 | -1.3 | 3
22 | COc1ccc(NC(=O)C2C3C=CC4(O3)C2C(=O)N(CCN2CCCCC2)C4C(=O)NC2CCCC(C)C2C)cc1 (stereo not drawn) | 3 | i | -6 | 1 | -1 | i | 1 | 3 | -1.5 | -2
23 | CC(C)(C)[C@H]1C=C(C(=O)N2CCN(Cc3ccc4c(c3)OCO4)CC2)O[C@@H](OCc2ccc(CO)cc2)C1 | 6 | i | -4 | -1 | -1 | i | -4 | 3 | -1.4 | 0
24 | COCC(C)n1c(C)cc(C(=O)COC(=O)c2n[nH]c3ccccc23)c1C (stereo not drawn) | -12 | i | 0 | -4 | 0 | i | -2 | -1 | 0.5 | -7
25 | O=C(CN1C(=O)NC2(CCCc3ccccc32)C1=O)NCC(F)(F)F (stereo not drawn) | -9 | i | -9 | -1 | 3 | i | 0 | 0 | -1.6 | -1
26 | CC(C)CC(=O)Nc1nnc(CSCc2ccc(F)cc2)s1 | -11 | i | -5 | -4 | -1 | i | -10 | -1 | -0.7 | 3
27 | CCOC(=O)c1csc(-c2ccc3c(c2)CCO3)n1 | 20 | i | 0 | -1 | 1 | i | -6 | -3 | -1.1 | 2
28 | COc1ccccc1C(=O)c1nc2ccccc2n1C | -4 | i | -15 | 1 | 0 | i | 0 | 3 | -1.6 | -1
29 | O=C1COc2ccc(C(=O)COC(=O)/C=C/c3ccco3)cc2N1 | 59* | i | -1 | 8 | 18 | i | -13 | 2 | 16 | 57*
30 | CC(=O)Nc1cnc(-c2ccccc2C(C)=O)cn1 | x | i | -3 | 3 | -1 | i | 2 | -1 | -1.4 | -1
31 | O=C(COC(=O)/C=C/C(=O)N1CCN(c2ccccc2)CC1)NC(c1ccccc1)c1ccccc1 | -3 | i | 3 | -2 | 6 | i | -2 | 0 | 1.8 | -9
32 | COC(=O)CCCCC1=CCC2C(=O)C=C(O)C2C1 (stereo not drawn) | x | i | -6 | 22 | 8 | i | 19 | 0 | 6.3 | 93*
33 | COc1ccc(/C=C2\SC(=O)N(CCNC(=O)C3CCN(S(=O)(=O)c4cccs4)CC3)C2=O)cc1 | -11 | i | -4 | -3 | -4 | i | 0 | 0 | 1.8 | -3
34 | CC1=C(C(=O)N2CCOCC2)CC(CC(=O)NC(c2ccccc2)c2ccccc2)C(=O)N1CCCN1CCCC1=O (stereo not drawn) | x | i | 3 | 2 | -3 | i | 5 | -2 | -0.9 | 5
35 | O=C(COc1ccc(Cl)cc1)Nc1nnc(-c2ccco2)o1 | -9 | i | -6 | 0 | 0 | i | -1 | 5 | -2.4 | 1
36 | Cc1ccc(-n2c(C)cc(/C=C(\C#N)C(=O)NCC3CCCO3)c2C)cc1 (stereo not drawn) | -14 | i | -4 | 0 | 0 | i | -20 | -1 | 0.3 | -1
37 | COc1cc(OC)cc(C(=O)OCC(=O)Nc2sccc2C(N)=O)c1 | 18 | i | -1 | 3 | -2 | i | 13 | 0 | 4.1 | -5
38 | COc1ccccc1OCC(=O)NNc1c2ccccc2nc2ccccc12 | -7 | i | -1 | 3 | -1 | i | -20 | -6 | 2.8 | -4
39 | c1ccc(CSc2nnc(-c3c[nH]c4ccccc34)o2)cc1 | -15 | i | -9 | -4 | 0 | i | 0 | -1 | 2.2 | -5
40 | O=C(CN1C(=O)C2C3c4ccccc4C(c4ccccc43)C2C1=O)Nc1cccc(C(=O)O)c1 (stereo not drawn) | -2 | i | -4 | -4 | -19 | i | 6 | -2 | 0.1 | 3

Sorted by molecular weight (lowest first): part of the list above.
no. | mol | Scp1 inh | Neddyl block | NadD inh | STEP inh | CSN inh | Rpn11 inh | SUMO1-SIM PPI | Rin1-Abl PPI inh | LMPTP block | DNMT1 block
19 | O=c1ccc(Br)c[nH]1 | -6 | i | -1 | 2 | -3 | i | -4 | 3 | 0.9 | -21
8 | Clc1cc2nc3ccccn3c2cc1Cl | 8 | x | -4 | -8 | 1 | i | -8 | -2 | -0.1 | 1
30 | CC(=O)Nc1cnc(-c2ccccc2C(C)=O)cn1 | x | i | -3 | 3 | -1 | i | 2 | -1 | -1.4 | -1
27 | CCOC(=O)c1csc(-c2ccc3c(c2)CCO3)n1 | 20 | i | 0 | -1 | 1 | i | -6 | -3 | -1.1 | 2
20 | O=C(NCc1ccco1)c1ccc(CN2CCOCC2)cc1 | -3 | i | 0 | -1 | -2 | i | 4 | 1 | -0.1 | 3
1 | CC(=O)Oc1cccc(/C=C2\C=C(c3ccc(C)cc3)OC2=O)c1 | 33 | i | 6 | 1 | -5 | i | -4 | -5 | -1.1 | 6
29 | O=C1COc2ccc(C(=O)COC(=O)/C=C/c3ccco3)cc2N1 | 59* | i | -1 | 8 | 18 | i | -13 | 2 | 16 | 57*
7 | CC(C)(C)c1nnc2sc(SCC(=O)N3CCCCC3)nn2c1=O | -16 | i | 2 | 0 | 6 | i | -1 | 2 | -0.4 | -1

Going on with the list:
no. | mol | Scp1 inh | Neddyl block | NadD inh | STEP inh | CSN inh | Rpn11 inh | SUMO1-SIM PPI | Rin1-Abl PPI inh | LMPTP block | DNMT1 block
41 | Cc1ccc(C(=O)N/N=C/c2ccc([N+](=O)[O-])s2)cc1 | 104* | i | 0 | 24 | 9 | i | -19 | 2 | 47 | 3
42 | Nc1ccc(SC(F)(F)F)cc1 | -7 | i | 6 | -2 | -4 | i | -2 | 1 | 0.5 | -1
43 | CC(=O)OCC1OC(OC(C)=O)C(NC(=O)Cc2ccccc2)C(OC(C)=O)C1OC(C)=O (stereo not drawn) | 2 | i | -1 | 0 | -2 | i | 4 | -1 | -0.2 | 0
44 | C=CCc1ccccc1OCC(O)CNC1CCCC1 (stereo not drawn) | -7 | i | -4 | -2 | -2 | i | 10 | 1 | -2.0 | 0
45 | Cc1ccc(C(NC(=O)N2CCOCC2)=C(Cl)Cl)cc1F | 4 | i | 3 | -1 | -2 | i | -1 | 1 | -0.7 | 3
46 | O=[N+]([O-])c1ccc(-c2ccc(C=Nc3cccc4ccccc34)o2)cc1 | -6 | i | 5 | -2 | 8 | i | -21 | 0 | 0.5 | -32
47 | CC1(C(=O)NS(=O)(=O)c2cccc(OC(F)F)c2)CCN1C(=O)CC1CCCC1 (stereo not drawn) | x | i | -4 | -1 | 0 | i | 5 | 0 | -3.1 | 1
48 | Nc1nc(OCc2ccccc2)c2[nH]cnc2n1 | -6 | i | -1 | -3 | 2 | i | 4 | 2 | -1.1 | -2

High-throughput results deposited in PubChem by several laboratories.
